# Source: PubChem BioAssay (National Center for Advancing Translational Sciences (NCATS))
# A-T KAP1 phos = potential ataxia-telangiectasia treatment; […] A-T fibroblasts, KAP-1 phosphorylation AlphaLISA; neocarzinostatin DNA damage 30 min before lysis; Potency, µM (top dose mostly 57.5 µM), for inactives: at the highest dose activation, hits mostly activators; 320,000 tested, 0.19% active; also: potency is read from the fitted curve at half-maximal effect; % of control where 0% means no effect; nearly all actives have a fitted effect of over 45% in size
#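 hTERT-immortalized A-T patient fibroblasts ([…]), 500 cells/well in OPTI-MEM, 1% FBS, got compounds for 60 min, then NCS for 30 min at 37C. Lysates were then assayed for phospho-KAP-1 by AlphaLISA (anti-pKAP1 donor, anti-KAP1 acceptor beads), 6 hr at 25C.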
# TRPV1 agonist = agonists of human vanilloid receptor 1 (TRPV1); Q8NER1; TRPV1-expressing cells, Fluo-8 calcium influx, agonist mode; activation, % at 8.33 µM; 320,000 tested, 0.19% active; AID 540275; in the data active = activation above about 80%; inconclusive = between about 30% and that limit; also: 0% is about no effect
#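 Cells expressing TRPV1 were dye-loaded with Fluo-8 and read kinetically: 10 s baseline, 3 min after compound (agonist portion), then 2 min after EC20 capsaicin (allosteric enhancer portion). Calcium-bound dye fluorescence at 480/520 nm.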
# BRCA1 expr act = increases BRCA1 expression; AID 624202; 380,000 tested, 1.1% active; MCF7-BRCA1-FFLuc reporter, luminescence, 48 h; response scale: scaled: vehicle 0%, 10 µM genistein 100%; Potency, µM (titrated, usually from 46.1 µM), for the others: top-dose activation, actives largely listed as activators; also: potency is read from the fitted curve at half-maximal effect; nearly all actives have a fitted effect of over 80% in size; some results filed as inactive show a strong effect at the top dose
#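 Luminescence from a BRCA1-driven firefly luciferase in MCF7 cells was read after 48 h compound exposure at 37 C. Data normalized against DMSO and a 10microM genistein activation control, then curve-fitted across the titration.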
# TSG101-PTAP inh = blocks PTAP/TSG101 interaction to inhibit HIV-1 budding. AID 493005. 340,000 tested, under 10 active. Q99816. Fluorescence polarization, FITC-PTAP peptide / Tsg101 binding. Potency, µM (doses to about 115 µM), without a hit: at the top dose activity change, negative = inhibition, usual class: inhibitors; active = well fitted inhibition curve with a large enough effect in the main read-out, with a control signal flat, not every such curve was filed as active; inconclusive = small, poorly fitted or top-dose-only effect, or effect the other way, or a change in a side signal; inactive = no such curve, though single readings can be large or run the other way; also: potency is read from the fitted curve at half-maximal effect; % of control where 0% means no effect
# Target sequence (Q99816 whole entry, looked up): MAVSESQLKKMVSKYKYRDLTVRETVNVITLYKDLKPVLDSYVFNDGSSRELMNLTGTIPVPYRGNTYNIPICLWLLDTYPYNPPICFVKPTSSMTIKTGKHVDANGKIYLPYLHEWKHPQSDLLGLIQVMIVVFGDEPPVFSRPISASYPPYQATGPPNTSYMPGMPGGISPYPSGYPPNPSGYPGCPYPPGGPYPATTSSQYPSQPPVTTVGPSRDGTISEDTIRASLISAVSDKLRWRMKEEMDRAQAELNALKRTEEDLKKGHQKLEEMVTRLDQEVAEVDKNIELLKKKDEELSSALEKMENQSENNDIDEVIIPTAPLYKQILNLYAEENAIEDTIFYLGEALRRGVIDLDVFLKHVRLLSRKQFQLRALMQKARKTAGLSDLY
#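 Steps: Tsg101 binding domain dispensed (10 uM final), compounds pinned in DMSO, FITC-labeled PTAP-motif peptide added (50 nM final); after 20 min binding at room temperature, polarization measured.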
# Integrin act MD = activates integrin-mediated alleviation for muscular dystrophy | alpha7betagal myoblasts, beta-gal FDG fluorescence, 48 h | 350,000 tested, 0.064% active | Potency, µM (doses to about 38.3 µM), for inactives: at the top dose activation, hits mostly activators;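 also: potency is read from the fitted curve at half-maximal effect; 100% = response of the positive control SU9516; nearly all actives have a fitted effect of over 60% in size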
#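 Alpha7betagal+/- myoblasts (passage 13) were plated 16-24 hr, then exposed to compounds (1:260 dilution of DMSO stock) for 48 hours at 37C. After MPER lysis, β-galactosidase reporter activity was read as FDG fluorescence (ex 480/em 540) after 30 minutes.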
# TCR act = T cell receptor activation; primary human leukocytes, anti-CD3, IL-2 HTRF, 48 h; Potency, µM (highest dose often 9.22 µM), for the others: at the highest dose activation of IL-2 secretion, actives largely listed as activators; 330,000 tested, under 10 active; also: % of control where 0% means no effect
#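 Activity was scored as IL-2 release from primary human leukocytes given only a TCR signal (a-CD3 beads) plus compound for 48 hr. Detection used a two-antibody HTRF format read at 665nm.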
# B2AR arrestin = recruits beta-arrestin to the human beta2-adrenergic receptor | Potency, µM (doses to about 46.1 µM), without a hit: at the top dose activation, hits mostly activators | AID 492947 | 330,000 tested, 0.02% active | beta-arrestin recruitment to beta2AR, cell-based reporter | P07550;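 also: potency is read from the fitted curve at half-maximal effect; 0% = DMSO controls and full agonism = EC100 isoproterenol or metaproterenol; nearly all actives have a fitted effect of over 65% in size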
# Target sequence (P07550 whole entry, looked up): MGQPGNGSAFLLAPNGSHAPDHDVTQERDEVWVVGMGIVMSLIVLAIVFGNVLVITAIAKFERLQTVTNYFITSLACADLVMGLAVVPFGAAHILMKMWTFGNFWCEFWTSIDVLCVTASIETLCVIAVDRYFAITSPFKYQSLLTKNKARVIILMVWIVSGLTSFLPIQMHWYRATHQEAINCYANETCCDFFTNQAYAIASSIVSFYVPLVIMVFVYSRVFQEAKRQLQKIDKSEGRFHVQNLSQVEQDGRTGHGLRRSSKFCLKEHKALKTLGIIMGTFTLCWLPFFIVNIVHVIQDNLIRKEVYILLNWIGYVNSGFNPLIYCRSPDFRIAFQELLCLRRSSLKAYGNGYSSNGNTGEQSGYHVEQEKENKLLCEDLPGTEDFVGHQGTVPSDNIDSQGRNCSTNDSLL
# ELG1 DNA repair = inhibitors of ELG1-dependent DNA repair in HEK293T cells | AID 504467 | 330,000 tested, 2.3% active | Potency, µM (titrated, usually from 46.1 µM), for inactives: at the top dose activity change, negative = inhibition, actives largely listed as inhibitors | HEK293T ELG1-luciferase reporter, luminescence, 16 h; DNA damage induced by 5-fluorouridine; also: potency is read from the fitted curve at half-maximal effect; % is scaled to controls: 0 for no effect and ±100 for the full control effect; nearly all actives have a fitted effect of over 55% in size
#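 Overnight (16 hr) co-exposure of 2,000 cells/well to 5-fluorouridine and compound at 37 °C preceded detection. Luciferase was quantified via ONE-Glo luminescence; loss of signal denotes inhibition.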
# p53 reactivator = re-activators of mutant p53. H1299 p53-A138V BP100-luciferase reporter, luminescence, 24 h. AID 504706. 320,000 tested, 0.063% active. Potency, µM (doses to about 92.2 µM), without a hit: top-dose activity change, positive = activation, hits mostly activators; also: potency is read from the fitted curve at half-maximal effect; % of control where 0% means no effect; nearly all actives have a fitted effect of over 45% in size
#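 H1299 (p53-null), stable ts p53-A138V + BP100-Luc; 1000 cells/well, Opti-MEM/10% FBS; cpd 4 pt, 1:5; 24 h, 37 deg C, 5% CO2; detection reagent 10 min RT; luminescence.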
# MLL CXXC-DNA inh = blocks binding of human MLL CXXC domain to DNA; Q03164; MLL-CXXC / FITC-HOXA9 DNA fluorescence polarization; Potency, µM (titrated, usually from 115 µM), for inactives: at the top dose activity change, negative = inhibition, actives largely listed as inhibitors; 290,000 tested, 0.037% active; AID 2662; active = well fitted inhibition curve with a large enough effect in the polarisation, with a control signal flat, not every such curve was filed as active; inconclusive = small, poorly fitted or top-dose-only effect, or effect the other way, or a change in a side signal; inactive = no such curve, though single readings can be large or run the other way; the % refers to the polarisation; also: potency is read from the fitted curve at half-maximal effect
#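 Steps: dispense CXXC domain solution (7 uM) → pin compounds or unlabeled HOX-A9 DNA control → 5 min ambient → add FLSN-HOX-A9 solution (50 nM) → spin → 30 min ambient → fluorescence polarization. Tris pH 7.5/NaCl/DTT/BSA buffer.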
# The depositor's hits bear a star; ? = inconclusive; . = not tested or not shown; & = joins results of further samples; [ ] = remark or other dose. Unless noted, calls follow the shape of the dose curve; as a rule, active = well fitted curve in the direction sought with a large enough effect; inconclusive = small, poorly fitted or top-dose-only effect, or another doubt; inactive = no such curve, though single readings can be large; an effect the other way counts as inactive or inconclusive.
Compound	A-T KAP1 phos	p53 reactivator	MLL CXXC-DNA inh	Integrin act MD	TRPV1 agonist	TSG101-PTAP inh	BRCA1 expr act	TCR act	ELG1 DNA repair	B2AR arrestin
CCC(CO)Nc1ncnc2c1cnn2-c1ccc(Cl)cc1 (stereo not given)	16.0%	13.0%	-7.2%	-2.2%	.	-4.2%	?	2.5%	?	0.0%
Cc1nn(C)c(Cl)c1C(=O)NCC(=O)NCc1ccccc1	2.5%	1.4%	11.3%	-3.6%	-6.3	-4.4%	-19.2%	.	-3.5%	-0.2%
Cc1onc(-c2ccccc2)c1C(=O)NNC(=O)c1ccccc1O	-5.5%	-1.6%	.	-31.5%	5.5	1.5%	-66.0%	-1.4%	9.9%	-0.4%
O=C(Nc1cccnc1)c1cccc(F)c1	2.8%	3.1%	-1.5%	5.6%	8.0	-2.3%	-1.5%	-0.1%[46.1 µM]	-0.7%	0.4%
O=C(O)c1cc([N+](=O)[O-])c(NCCC2=CCCCC2)c([N+](=O)[O-])c1	-5.1%	-2.6%	12.3%	-0.3%	-1.2	0.5%	-5.2%	-5.9%	-2.3%	-0.2%
O=S(=O)(/N=C(/Nc1ccc(Cl)c(S(=O)(=O)Nc2ccccc2Cl)c1)c1ccc(F)cc1)c1ccccc1	-3.7%	-4.3%	-20.5%	-4.8%&6.7%	1.1	-7.4%&1.4%	-36.7%&-70.4%	-12.8%&-1.9%	-2.7%	-0.3%
Cc1ccc(S(=O)(=O)/C(=C/Cl)NC(=O)c2ccccc2)cc1	-4.2%	-15.3%	0.7%	-39.9%[inhibitor]	2.9	-0.4%	-81.3%	1.6%[46.1 µM]	.	-1.4%
CC(=O)C(Cc1ccccc1)NC(=O)COC(=O)CCN1C(=O)C2CC=CCC2C1=O (stereo not given)	-2.2%	2.0%	.	-7.1%	-3.1	-2.7%	-20.6%	4.2%	21.4%	0.2%
CC(NCC(=O)Nc1cc(S(=O)(=O)N2CCOCC2)ccc1N1CCOCC1)c1ccco1 (stereo not given)	-1.2%	0.0%	.	21.1%	-0.8	-2.9%	0.6%	7.8%	-19.5%	-0.3%
CCOC(=O)Cn1nc(C)n(-c2ccc(C(C)C)cc2)c1=O	7.3%	-6.4%	-1.2%	8.7%	-0.8	-2.7%	0.5%	7.2%	-0.8%	-0.5%
Cc1ccccc1C(=O)Nc1nnc(CC(=O)N/N=C/c2ccco2)s1	15.8µM*	1.9%	32.9%[activator]	6.6%	-0.6	0.5%	-14.8%	11.1%	-5.6%	-0.3%
O=C(OCc1ccccc1)C1=[N+]([O-])OC(C(=O)OCc2ccccc2)C1c1c[nH]c2ccccc12 (stereo not given)	.	-3.6%	3.0%	-4.6%	10.3	-3.0%	-36.9%	0.2%	-1.8%	-1.0%
Cc1ccc(S(=O)(=O)N(CC(=O)NCCC2=CCCCC2)Cc2ccccc2)cc1	1.1%	6.1%	-9.9%	-2.5%	?	-4.6%	-32.1%	1.7%	-6.7%	0.3%
CC(C)Nc1nc(SCC(N)=O)nc(N2CCOCC2)n1	3.4%	1.9%	-6.4%	7.9%	-2.4	.	9.7%	.	3.7%	-0.2%
O=S(=O)(c1ccccc1)N(Cc1ccccc1)c1ccccn1	6.0%	-7.6%	7.2%	0.2%	4.8	-3.3%	0.3%	1.3%	2.1%	-0.1%
O=S(=O)(c1ccc(Cl)cc1)n1ccc2cccnc21	2.7%	-4.4%	-0.5%	8.2%	5.8	-3.2%	0.4%	1.9%[46.1 µM]	?	0.1%
Cc1ccc(C(=O)Nc2ccc(OCc3ccccc3)cc2)s1	12.3%	0.5%	9.2%	-21.1%	?	1.2%	24.3%	2.0%	?	0.2%
Cc1cccc(C(C)(C)C)c1OCCn1ccnc1	0.5%	-4.1%	2.8%	12.6%	-1.3	-10.1%	-24.4%	6.8%	-5.4%	-0.4%
O=C(CCCn1c(=O)[nH]c2cc(Cl)ccc2c1=O)NCCCN1CCCC1	-4.3%	-1.6%	-2.2%	-8.8%	-3.9	-5.4%	8.3%	-2.1%	2.4%	-0.2%
COc1ccc(OC)c(/C=C/C(=O)N2C(=O)c3cccc(N)c3C2=O)c1	20.3%	-12.6%	2.7%	-53.9%[inhibitor]	0.2	-8.9%	-82.8%	-5.0%[46.1 µM]	?	4.5%
COc1ccc(-c2csc3ncn(Cc4ccccc4)c(=O)c23)cc1	5.3%	.	12.8%	-12.4%	1.7	-1.1%	-9.9%	.	-20.1%	10.2%
CCCCN1C(=O)Cc2c1nc(N)c1c(N)nc(N(CCC)CCC)c(C#N)c21	9.5%	-11.5%	-1.2%	?	0.3	-5.2%	-55.4%	3.5%	?	0.2%
Cc1cc2ccccn2c1C(=O)c1cccc([N+](=O)[O-])c1	-3.3%	7.2%	7.3%	-20.0%	1.8	-1.1%	-38.2%	-2.3%	-14.7%	0.0%
COc1ccc(S(=O)(=O)N2CCN(CC(=O)Nc3sccc3C(N)=O)CC2)cc1OC	0.4%	1.7%	.	1.2%	0.1	-4.3%	-1.3%	1.1%	?	0.0%
CCN(Cc1ccccc1)C(=O)c1cccc(S(=O)(=O)N2CCN(c3ccc(F)cc3)CC2)c1	6.7%	3.2%	.	-37.7%	8.0	-1.2%	-45.2%	-8.6%	?	-0.3%
OCC[C@H]1C[C@@H](O)[C@H](O)[C@]2(CCCc3ccccc3O2)O1	5.0%	4.8%	.	12.6%	-2.5	0.8%	-1.0%	10.8%	24.5%	0.0%
CC(C)(C)c1ccc(C2=CC(c3ccccc3)n3ncnc3N2)cc1 (stereo not given)	.	.	.	18.0%	.	-6.2%	13.0%	1.7%	.	.
COc1ccc(CCN2C(=O)CSC2=S)cc1OC	0.0%	-16.7%	19.8%	-64.3%[inhibitor]	-1.1	-1.2%	-96.0%[inhibitor]	8.6%	?	0.0%
COc1ccc(-c2csc(-n3ncc(-c4cccs4)c3N)n2)cc1	-2.0%	17.1%	0.9%	18.6%[7.66 µM]	1.7	0.3%	-25.5%	3.6%	-16.7%	-0.6%
Cc1ccc(CCNC(=O)C2CCN(S(=O)(=O)c3ccc4c(c3)NC(=O)C(C)S4)CC2)cc1 (stereo not given)	-0.1%	2.9%	4.0%	-25.2%	1.0	-6.2%	-32.7%	-2.5%	?	-0.2%
Cc1ccc(C(=O)c2oc3nc(C)cc(C)c3c2N)cc1	5.6%	2.6%	4.2%	3.5%	?	-3.6%	-44.1%	7.2%	13.5%	0.0%
COc1ccc(N2CC(C)Cn3c2nc2c3c(=O)n(Cc3ccc(C)cc3)c(=O)n2C)c(OC)c1 (stereo not given)	-4.6%	-1.2%	-0.1%	14.4%	6.6	-7.8%	-29.3%	-1.9%	?	0.1%
O=C(CN1CCN(Cc2ccc(F)cc2Cl)C1=O)NCCCN1CCOCC1	10.3%	0.4%	3.2%	0.0%	-3.3	-1.1%	17.3%	-0.1%	13.0%	-0.2%
O=C(CCSc1nnc(-c2ccco2)o1)N1CCOCC1	7.1%	-5.1%	-1.1%	20.1%	0.2	-4.5%	3.0%	1.6%	6.8%	0.2%
CC1CCN(Cc2nc(-c3ccccc3)no2)CC1	4.9%	?	1.6%	13.5%	8.2	-2.7%	126.2%	-14.9%	?	-0.7%
CCOC(=O)C(C)Sc1ncnc2c1c(-c1ccccc1)cn2-c1ccc(OC)cc1 (stereo not given)	-0.9%	-20.2%	-0.4%	5.9%	7.6	-2.2%	-22.3%	1.1%[46.1 µM]	-13.5%	0.0%
Cc1cc(Br)ccc1OCC(=O)NNC(=O)c1cnccn1	-0.6%	9.8%	-2.1%	-12.7%	-2.2	?	-12.4%	-1.1%[46.1 µM]	-8.9%	0.0%
Cc1ccc(C)c(Cn2nnc3c(=O)[nH]c(C4CCN(C(=O)c5ccco5)CC4)nc32)c1	-0.7%	8.8%	-5.1%	22.5%	7.1	-5.7%	-37.6%	-8.9%	12.8%	0.4%
Nc1nonc1C(=O)N/N=C/c1cc2c(cc1[N+](=O)[O-])OCO2	-4.3%	0.3%	1.4%	0.0%	-0.6	-1.7%	-8.9%	-12.4%	11.6%	-0.2%
Cn1c(=O)n(C)c2cc([N+](=O)[O-])c(N3CCN(C(=O)c4ccccc4Br)CC3)cc21	-4.1%	-5.9%	2.7%	-27.9%	0.1	5.0%	-35.5%	-3.7%	?	0.0%
